Compound activity deposited in PubChem BioAssay by several laboratories.
NR2E3 ag-1 = inhibitors of NR2E3-RetCOR corepressor binding, primary screen, NR2E3 agonist project, biochemical, TR-FRET, GST-NR2E3, biotin-RetCOR; 1536-well; inhibition of corepressor binding, % at 4.78 µM; hit rate 0.12% among 320,000; AID 2300, 2010;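 active = percent inhibition above the cutoff of mean plus 3 SD of all tested compounds, set per screening campaign, cut at about 20% in these data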;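 note: 0% = DMSO wells and 100% = biotin wells as full block of FRET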
Target sequence (Q9Y5X4 whole entry, looked up): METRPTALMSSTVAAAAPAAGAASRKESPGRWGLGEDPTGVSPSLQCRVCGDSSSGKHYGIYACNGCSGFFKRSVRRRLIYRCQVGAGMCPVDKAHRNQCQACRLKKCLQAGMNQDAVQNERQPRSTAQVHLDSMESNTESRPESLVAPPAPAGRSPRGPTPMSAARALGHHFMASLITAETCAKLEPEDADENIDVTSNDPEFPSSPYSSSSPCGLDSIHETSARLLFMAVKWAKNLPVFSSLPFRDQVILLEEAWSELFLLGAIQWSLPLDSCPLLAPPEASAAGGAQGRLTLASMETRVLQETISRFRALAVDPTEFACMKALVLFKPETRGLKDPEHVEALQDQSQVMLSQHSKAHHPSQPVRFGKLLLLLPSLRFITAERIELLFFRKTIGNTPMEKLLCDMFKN
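system = GST-tagged NR2E3 plus biotinylated RetCOR corepressor | input = 1.35 nM GST-NR2E3 | also added = 7 nM biotin-RetCOR | schedule = 5 h incubation at 4 °C | measured by = TR-FRET with europium anti-GST and streptavidin-D2, 340 nm excitation | read-out = percent loss of FRET ratio relative to control wells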
NR2E3 ag-2 = NR2E3 agonists in two-hybrid cells, primary screen, cell-based, luminescence, CHO-S, Gal4-NCOR/VP16-NR2E3. luciferase. hit rate 0.35% among 360,000. AID 602229, 2012. inhibition of corepressor binding, % at 3.98 µM. Photoreceptor-specific nuclear receptor (Homo sapiens), Q9Y5X4;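 active = inhibition above the mean of all tested compounds plus 3 SD, cut at about 70% in these data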;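 note: 0% = DMSO with NR2E3 transfected cells and 100% = cells lacking NR2E3 construct; higher means lower luciferase signal from less NR2E3 corepressor binding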
CF NFkB block = inhibitors of PAF-induced NF-kB signaling, primary screen, cell-based, GFP fluorescence, uHTS. inhibition, % at 5 µM. hit rate 0.86% among 360,000. KKLEB NF-kB-GFP reporter, GFP fluorescence overnight;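 active = at least 50% inhibition at 5 µM, scaled per plate between neutral and stimulator controls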;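 note: PAF is a Pseudomonas aeruginosa culture filtrate used as stimulus; plate controls were PAF-stimulated DMSO wells for no effect and unstimulated DMSO wells for full effect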
TRAIL sens C8 = viability loss with TRAIL in NB7+C8 cells, primary screen, TRAIL sensitizer project, cell-based, ATPlite luminescence. AID 624354, 2012. hit rate 1% among 360,000. inhibition (viability loss, TRAIL sensitization), % at 10 µM;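 active = compounds causing at least 50% loss of cell viability in the single-dose screen, relative to plate controls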
Peg3 prom inh = Peg3 promoter-driven luciferase inhibitors, primary screen, cell-based, HeLa, luciferase luminescence; HeLa PEG-Prom luciferase reporter, overnight; inhibition, % at 20 µM; hit rate 1.7% among 360,000; AID 588405, 2011;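 active = inhibition of at least 50% at 20 µM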
Shn3 3UTR inh = reduction of Shn3 3'UTR firefly luciferase signal, primary screen, Schnurri-3 inhibitor project, cell-based, Clone20 osteoblasts, set 2; AID 588674, 2011; inhibition, % at 12.5 µM; Clone20 osteoblast Shn3 3'UTR firefly luciferase, 24 h; hit rate 0.52% among 360,000;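 active = mean inhibition of at least 75% with every replicate also reaching 75%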;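 note: 0% = median of neutral control wells and 100% = pilot-screen positive control compound; some compounds past the cut are filed as inactive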
KKLEB tox = cytotoxicity in KKLEB CF airway cells, primary screen, cytotoxicity control for CF NF-kB inhibitor project, cell-based, uHTS, fluorescence assay plates | KKLEB CF airway cells viability, ATPlite luminescence, overnight; hits give low values; cells stimulated with P. aeruginosa culture filtrate | activity change (cytotoxicity), % at 5 µM | hit rate 0.36% among 360,000;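 active = corrected activity change at or below -50% at 5 µM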
HIF-2a inh = HIF-2a reporter inhibitors, primary screen, luminescence, 786-0 RCC cells; inhibition, % at 18.8 µM; hit rate 0.72% among 360,000; 786-0 RCC cells HIF-2a reporter, luciferase luminescence, overnight;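 active = inhibition of the luminescence signal of 40% or more relative to plate controls, in a single-dose primary screen at 18.75 µM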
LMP1 NFkB inh = EBV LMP1-driven NF-kappaB luciferase reporter inhibitors, primary screen, cell-based, luminescence, single point. inhibition, % at 12.5 µM. AID 504558, 2011. LMP1-induced NF-kappaB luciferase reporter cells. hit rate 0.69% among 350,000; in the data active = inhibition above about 41%;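 note: 0% = neutral control wells and 100% = reference inhibitor control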
MITF TRPM1 inh = inhibitors of MITF-dependent TRPM1 promoter reporter, primary screen, cell-based, SK-MEL-5, single point, luciferase; SK-MEL-5 TRPM1 promoter luciferase, 24 h; hit rate 0.83% among 330,000; AID 488899, 2010; inhibition, % at 12.5 µM;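 active = mean inhibition across replicates of 60% or more, whatever share of single replicates reaches that level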; note: values of inactives mirror those of a sister screen read the other way
hiPSC survival = enhancers of single-cell hiPSC survival, primary screen, ATPlite luminescence. 100% = ROCK inhibitor wells, 0% = DMSO. survival enhancement, % at 20 µM. hit rate 0.044% among 360,000. AID 602274, 2012; in the data active = survival enhancement above about 18%;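 note: cells exposed to compounds for 16 hours before the ATP read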
Numbers without * were called inactive. These rows are one share of the data; rates above refer to the full screens.

`Cc1ccsc1C(=O)N/N=C/C=C/c1ccccc1[N+](=O)[O-]` gave NR2E3 ag-1 -5, NR2E3 ag-2 -77, CF NFkB block -8, TRAIL sens C8 35, Peg3 prom inh -155, Shn3 3UTR inh -80, KKLEB tox -3, HIF-2a inh -157, LMP1 NFkB inh -3, MITF TRPM1 inh -43 and hiPSC survival 0.6.
For COC(=O)c1ccc(NC(=O)C2CCCO2)cc1 (stereo not given) the results were NR2E3 ag-1 -1, NR2E3 ag-2 -24, CF NFkB block -8, TRAIL sens C8 -13, Peg3 prom inh -55, Shn3 3UTR inh 5, KKLEB tox 3, HIF-2a inh -90, LMP1 NFkB inh -10, MITF TRPM1 inh -17 and hiPSC survival -3.5.
`O=C(Cc1cccc2ccccc12)NC(=S)Nc1cccc(C(=O)O)c1` gave NR2E3 ag-1 3, NR2E3 ag-2 -30, CF NFkB block 4, TRAIL sens C8 7, Peg3 prom inh -11, Shn3 3UTR inh 10, KKLEB tox 6, HIF-2a inh 8, LMP1 NFkB inh -3, MITF TRPM1 inh 2 and hiPSC survival -1.1.
CCCCN1C(=O)C(=O)N(CC(=O)Nc2sc(C)c(C)c2C(=O)OC)C1=O was read as NR2E3 ag-1 4, NR2E3 ag-2 -18, CF NFkB block 4, TRAIL sens C8 9, Peg3 prom inh 0, Shn3 3UTR inh 6, KKLEB tox -27, HIF-2a inh -4, LMP1 NFkB inh 4, MITF TRPM1 inh 4 and hiPSC survival -0.4.
Screening FC(F)C(F)(F)c1cc(-c2ccccc2)n[nH]1 returned NR2E3 ag-1 -3, NR2E3 ag-2 -6, CF NFkB block 16, TRAIL sens C8 2, Peg3 prom inh -52, Shn3 3UTR inh 7, KKLEB tox -10, HIF-2a inh -68, LMP1 NFkB inh -7, MITF TRPM1 inh -17 and hiPSC survival 0.1.
CCOC(=O)Cc1csc(NC(=O)Cc2ccc(C)cc2)n1 was read as NR2E3 ag-1 0, NR2E3 ag-2 5, CF NFkB block 28, TRAIL sens C8 10, Peg3 prom inh 5, Shn3 3UTR inh -9, KKLEB tox 7, HIF-2a inh 3, LMP1 NFkB inh 0, MITF TRPM1 inh -5 and hiPSC survival 0.4.
CCn1cc(C(=O)O)c(=O)c2cc(F)c(N/N=C/c3ccccc3[N+](=O)[O-])cc21 was read as NR2E3 ag-1 0, NR2E3 ag-2 -37, CF NFkB block -48, TRAIL sens C8 28, Peg3 prom inh 35, Shn3 3UTR inh 43, KKLEB tox 18, HIF-2a inh -1, LMP1 NFkB inh -113, MITF TRPM1 inh -9 and hiPSC survival 1.2.
Cc1ncc(CN=Cc2ccc(Cl)cc2)c(N)n1 was read as NR2E3 ag-1 -4, NR2E3 ag-2 -23, CF NFkB block 10, TRAIL sens C8 -9, Peg3 prom inh -5, Shn3 3UTR inh 15, KKLEB tox -10, HIF-2a inh -1, LMP1 NFkB inh 2, MITF TRPM1 inh -8 and hiPSC survival -0.5.
Nc1ccccc1SCC1CSc2nc3ccccc3c(=O)n21 (stereo not given) was read as NR2E3 ag-1 -3, NR2E3 ag-2 5, CF NFkB block -7, TRAIL sens C8 1, Peg3 prom inh 11, Shn3 3UTR inh 19, KKLEB tox 12, HIF-2a inh 4, LMP1 NFkB inh 0, MITF TRPM1 inh 0 and hiPSC survival -0.2.
CCOc1cc(C(=O)Nc2ccc(S(=O)(=O)Nc3cc(C)on3)cc2)cc(OCC)c1OCC was read as NR2E3 ag-1 6, NR2E3 ag-2 -6, CF NFkB block -1, TRAIL sens C8 -12, Peg3 prom inh -1, Shn3 3UTR inh -16, KKLEB tox 1, HIF-2a inh 5, LMP1 NFkB inh -5, MITF TRPM1 inh 3 and hiPSC survival -0.6.
`CCc1ccc(CN(C)C(=O)C2=CC=CN3CCS(=O)(=O)N=C23)cc1` gave NR2E3 ag-2 -22, CF NFkB block 3, TRAIL sens C8 -17, Peg3 prom inh 3, Shn3 3UTR inh -2, KKLEB tox 6, HIF-2a inh 10, LMP1 NFkB inh -3, MITF TRPM1 inh -1 and hiPSC survival 0.0.
`COCCNC(=O)CSc1ccc(C)cc1` gave NR2E3 ag-1 0, NR2E3 ag-2 -25, CF NFkB block 1, TRAIL sens C8 -1, Peg3 prom inh 18, Shn3 3UTR inh 0, KKLEB tox -5, HIF-2a inh -1, LMP1 NFkB inh -14, MITF TRPM1 inh -5 and hiPSC survival -1.6.
`O=C(CN(C(=O)CCC(=O)Nc1nccs1)c1cccc(F)c1)NCc1ccccc1` gave NR2E3 ag-1 0, NR2E3 ag-2 -30, CF NFkB block -16, TRAIL sens C8 11, Peg3 prom inh 12, Shn3 3UTR inh 1, KKLEB tox 4, HIF-2a inh 9, LMP1 NFkB inh -4, MITF TRPM1 inh 6 and hiPSC survival 0.1.
Screening CCNC(=O)n1nccc1C(C)Oc1ccc(Cl)cc1 (stereo not given) returned NR2E3 ag-1 1, NR2E3 ag-2 3, CF NFkB block -14, TRAIL sens C8 -7, Peg3 prom inh 0, Shn3 3UTR inh 5, KKLEB tox -41, HIF-2a inh -1, LMP1 NFkB inh -4, MITF TRPM1 inh -5 and hiPSC survival 6.3.
`CCCNC(=O)Cc1ccsc1` gave NR2E3 ag-1 3, NR2E3 ag-2 -10, CF NFkB block -4, TRAIL sens C8 1, Peg3 prom inh 18, Shn3 3UTR inh 3, KKLEB tox 11, HIF-2a inh 13, LMP1 NFkB inh 0, MITF TRPM1 inh 15 and hiPSC survival 0.7.
`CC(C)NC(=O)c1ccc(CSCc2ccccc2Cl)o1` gave NR2E3 ag-1 -1, NR2E3 ag-2 -13, CF NFkB block -6, TRAIL sens C8 -1, Peg3 prom inh -24, Shn3 3UTR inh 3, KKLEB tox 8, HIF-2a inh -70, LMP1 NFkB inh 6, MITF TRPM1 inh -4 and hiPSC survival 0.2.
`CC(=O)c1cccc(NC(=O)CCc2nc3sc4c(c3c(=O)[nH]2)CCCC4)c1` gave NR2E3 ag-1 1, NR2E3 ag-2 -29, CF NFkB block 10, TRAIL sens C8 -10, Peg3 prom inh 4, Shn3 3UTR inh 3, KKLEB tox -7, HIF-2a inh -1, LMP1 NFkB inh 1, MITF TRPM1 inh -3 and hiPSC survival 0.7.
`C=CCn1c(SCc2cc(C(=O)OC)c(C)o2)nnc1-c1ccncc1` gave NR2E3 ag-1 1, NR2E3 ag-2 -26, CF NFkB block -4, TRAIL sens C8 0, Peg3 prom inh 2, Shn3 3UTR inh -1, KKLEB tox -11, HIF-2a inh 6, LMP1 NFkB inh 15, MITF TRPM1 inh 10 and hiPSC survival -1.4.
For CCCC(=O)Nc1c2c(nn1-c1ccc(F)cc1)CS(=O)(=O)C2 the results were NR2E3 ag-1 -1, NR2E3 ag-2 -26, CF NFkB block 5, TRAIL sens C8 -9, Peg3 prom inh 5, Shn3 3UTR inh -3, KKLEB tox -2, HIF-2a inh 12, LMP1 NFkB inh 7, MITF TRPM1 inh -5 and hiPSC survival -0.5.
Screening CCc1ccc(NC(=O)c2cc(C)no2)cc1 returned NR2E3 ag-1 4, NR2E3 ag-2 -94, CF NFkB block 2, TRAIL sens C8 -7, Peg3 prom inh -288, Shn3 3UTR inh -120, KKLEB tox 4, HIF-2a inh -217, LMP1 NFkB inh -26, MITF TRPM1 inh -72 and hiPSC survival -0.6.
Screening CCn1c(CC(=O)Nc2ccccc2F)nnc1SCC(=O)NC1=NCCS1 returned NR2E3 ag-2 -26, CF NFkB block 8, TRAIL sens C8 -6, Peg3 prom inh -7, Shn3 3UTR inh -26, KKLEB tox -6, HIF-2a inh 7, LMP1 NFkB inh 16 and hiPSC survival 0.0.
Screening C[C@@H](C(=O)OCC(=O)c1ccc(F)c(F)c1)N1C(=O)C2CCCCC2C1=O (stereo not given in full) returned NR2E3 ag-2 -1, CF NFkB block 6, TRAIL sens C8 -11, Peg3 prom inh -68, Shn3 3UTR inh -11, KKLEB tox -4, HIF-2a inh 4, LMP1 NFkB inh -5, MITF TRPM1 inh 2 and hiPSC survival -0.4.
Fc1ccc(NC(=S)N2CCN(c3ccccn3)CC2)cc1Cl was read as NR2E3 ag-1 3, NR2E3 ag-2 -3, CF NFkB block -15, TRAIL sens C8 -14, Peg3 prom inh 21, Shn3 3UTR inh -9, KKLEB tox 14, HIF-2a inh 10, LMP1 NFkB inh -9, MITF TRPM1 inh 7 and hiPSC survival -0.2.
`CCc1nnc(NC(=O)/C=C/c2ccc(C)o2)s1` gave NR2E3 ag-1 -1, NR2E3 ag-2 -44, CF NFkB block -14, TRAIL sens C8 -5, Peg3 prom inh -172, Shn3 3UTR inh -44, KKLEB tox 4, HIF-2a inh -167, LMP1 NFkB inh -13, MITF TRPM1 inh -64 and hiPSC survival -1.7.
Screening Cc1c(-c2n[nH]c(=S)n2-c2ccc(Br)cc2)nnn1-c1ccc(Cl)cc1 returned NR2E3 ag-2 -7, CF NFkB block -4, TRAIL sens C8 -2, Peg3 prom inh 7, Shn3 3UTR inh 0, KKLEB tox 2, HIF-2a inh 8, LMP1 NFkB inh 6, MITF TRPM1 inh -5 and hiPSC survival -1.1.
For CC(=O)c1ccc(C(=O)Nc2ccc3c(c2)C(=O)NC3=O)cc1 the results were NR2E3 ag-1 -17, NR2E3 ag-2 4, CF NFkB block -14, TRAIL sens C8 -8, Peg3 prom inh -5, Shn3 3UTR inh -18, KKLEB tox -2, HIF-2a inh -1, LMP1 NFkB inh -3 and hiPSC survival 4.1.
Screening Nc1cccc(-c2nnc3n2CCCCC3)c1 returned NR2E3 ag-1 -2, NR2E3 ag-2 -17, CF NFkB block 5, TRAIL sens C8 4, Peg3 prom inh -7, Shn3 3UTR inh 1, KKLEB tox 6, HIF-2a inh 13, LMP1 NFkB inh -4, MITF TRPM1 inh -14 and hiPSC survival -0.4.
Screening CCOc1ccc(NC(=O)CN2CCN(CC(=O)Nc3ccc(N(C)C)cc3)CC2)cc1 returned NR2E3 ag-2 -26, CF NFkB block 2, TRAIL sens C8 -7, Peg3 prom inh -41, Shn3 3UTR inh -31, KKLEB tox 0, HIF-2a inh -46, MITF TRPM1 inh -46 and hiPSC survival -0.6.
For CCn1c(SCc2nc3cc(OC)c(OC)cc3c(=O)[nH]2)nnc1-c1ccncc1 the results were NR2E3 ag-1 -1, NR2E3 ag-2 7, CF NFkB block -1, TRAIL sens C8 -9, Peg3 prom inh 13, Shn3 3UTR inh 1, KKLEB tox -4, HIF-2a inh -2, LMP1 NFkB inh 2, MITF TRPM1 inh 13 and hiPSC survival 1.3.
